Source: PubChem
GALK inhibitor: galactokinase (human) inhibition; P51570; Purified GALK, Kinase-Glo residual ATP luminescence; Potency, µM (top dose mostly 57.5 µM), without a hit: at the top dose activity change, negative = inhibition, most hits filed as inhibitors; actives 0.007% (n = 270,000); also: potency is read from the fitted curve at half-maximal effect; % is scaled to controls: 0 for no effect and ±100 for the full control effect
Target sequence (P51570 whole entry, looked up): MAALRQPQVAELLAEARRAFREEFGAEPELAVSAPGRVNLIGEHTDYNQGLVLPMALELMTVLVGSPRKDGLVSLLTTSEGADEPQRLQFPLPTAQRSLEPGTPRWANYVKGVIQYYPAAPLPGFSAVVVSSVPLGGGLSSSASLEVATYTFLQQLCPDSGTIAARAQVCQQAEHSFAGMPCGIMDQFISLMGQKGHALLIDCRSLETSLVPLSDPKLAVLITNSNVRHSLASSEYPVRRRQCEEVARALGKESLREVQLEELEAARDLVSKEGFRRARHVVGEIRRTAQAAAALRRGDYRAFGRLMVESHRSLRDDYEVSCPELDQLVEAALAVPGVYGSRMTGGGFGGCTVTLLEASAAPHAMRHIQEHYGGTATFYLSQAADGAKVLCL
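Luminescence from leftover ATP (Ultra-Glo luciferase/luciferin) served as read-out after a 1 h room-temperature reaction of 5 nM GALK with 35 uM ATP and 100 uM galactose.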
USP2a block: USP2a (human) protease inhibition. Potency, µM (series often up to 38.3 µM), inactives show at the top dose activity change, negative = inhibition, actives largely listed as inhibitors. actives 0.01% (n = 330,000). O75604. USP2 core, Ub-CHOP2 coupled fluorogenic reporter, 485/531;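 also: potency is read from the fitted curve at half-maximal effect; plate controls were DMSO wells for no effect and full inhibition by NEM control for full effect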
Target sequence (O75604 whole entry, looked up): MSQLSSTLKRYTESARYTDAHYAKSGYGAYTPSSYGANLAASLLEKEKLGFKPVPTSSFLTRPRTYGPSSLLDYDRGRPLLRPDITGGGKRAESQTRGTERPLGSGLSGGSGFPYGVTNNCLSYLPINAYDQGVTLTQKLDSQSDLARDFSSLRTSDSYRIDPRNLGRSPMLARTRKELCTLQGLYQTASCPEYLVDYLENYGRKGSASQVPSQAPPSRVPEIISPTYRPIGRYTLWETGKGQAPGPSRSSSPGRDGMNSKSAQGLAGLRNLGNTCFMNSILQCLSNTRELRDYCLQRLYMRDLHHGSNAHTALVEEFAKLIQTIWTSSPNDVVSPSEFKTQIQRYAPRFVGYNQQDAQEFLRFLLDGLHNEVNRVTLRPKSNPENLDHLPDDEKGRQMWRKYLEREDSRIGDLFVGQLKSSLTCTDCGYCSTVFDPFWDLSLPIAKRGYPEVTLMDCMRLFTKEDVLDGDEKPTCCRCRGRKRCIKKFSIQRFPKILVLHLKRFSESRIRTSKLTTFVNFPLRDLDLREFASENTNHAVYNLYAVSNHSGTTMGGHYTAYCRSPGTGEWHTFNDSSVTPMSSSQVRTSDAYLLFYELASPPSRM
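Cell-free coupled assay: 10nM USP2 core preincubated 30min RT with compound in Tris-HCl pH 8.0/CaCl2/CHAPS buffer, then 25nM Ub-CHOP2 and 25nM reporter substrate; fluorescence (Ex 485/Em 531) read after 60min RT, normalized to NEM inhibition, concentration-response curves fitted.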
PKM2 activator: activators of human pyruvate kinase M2. actives 0.34% (n = 260,000). P14618. AID 1631. Potency, µM (series often up to 57.5 µM), for the others: top-dose activation, actives largely listed as activators. purified PKM2, Kinase-Glo ATP luminescence, activation; response scale: 0% is enzyme alone, no compound; also: potency is read from the fitted curve at half-maximal effect; % is scaled to controls: 0 for no effect and ±100 for the full control effect; nearly all actives have a fitted effect of over 55% in size
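Kinase-Glo luminescence reports ATP generated from ADP (0.1 mM) and PEP (0.5 mM) by purified hPK-M2 after 1 h at room temperature, pH 7.2 imidazole buffer; intermediate enzyme activity allows detecting inhibitors and activators.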
TSHR antagonist: antagonists of human thyroid stimulating hormone receptor. P16473. TSHR-expressing cells, TSH-stimulated cAMP HTRF, 2 h; active compounds read low. activity change, negative = inhibition, % at 11.5 µM. actives 0.2% (n = 330,000). AID 504810;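 active = activity change below a set negative limit, meaning inhibition stronger than a set level, cut at about -70% in these data; inconclusive = activity change between two set negative limits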; also: % is scaled to controls: 0 for no effect and ±100 for the full control effect
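Inhibition of cAMP made by TSHR-expressing cells under TSH stimulation (4nM final, EC80; 2 h, 37 deg C) is quantified with a one-step lysis HTRF kit, anti-cAMP cryptate versus cAMP-d2.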
MBNL1 CUG block: MBNL1-poly(CUG) RNA binding inhibition; Q9NR56; TR-FRET MBNL1-His/biotin-(CUG)12 binding, 665/545 ratio; Potency, µM (titrated, usually from 57.5 µM), inactives show at the highest dose activity change, negative = inhibition, usual class: inhibitors; actives 0.036% (n = 280,000); AID 2675; active = well fitted inhibition curve with a large enough effect in the signal ratio, with a control signal flat, not every such curve was filed as active; inconclusive = small, poorly fitted or top-dose-only effect, or effect the other way, or a change in a side signal; inactive = no such curve, though single readings can be large or run the other way; the % refers to the signal ratio; also: potency is read from the fitted curve at half-maximal effect; % is scaled to controls: 0 for no effect and ±100 for the full control effect
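MBNL1-His + Biotin-(CUG)12, cpd titration 92 nM–58 uM; Tb anti-His Ab 0.055 ng/ul, SA-XL665 5 nM (final); 60 min RT; ratiometric 665/545 nm, Ex 340 nm; normalized to buffer and full-complex controls.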
Chronic BCR inh: chronic active BCR signaling inhibition; ABC-DLBCL IkBa-CBG/CBR reporter, luminescence ratio, 4 h; Potency, µM (top dose mostly 46.1 µM), for the others: at the top dose ratio change, negative = lower green/red ratio, usual class: inhibitors; actives 0.05% (n = 340,000); AID 493014; active = well fitted inhibition curve with a large enough effect in the signal ratio, with a control signal flat, not every such curve was filed as active; inconclusive = small, poorly fitted or top-dose-only effect, or effect the other way, or a change in a side signal; the % refers to the signal ratio;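 also: potency is read from the fitted curve at half-maximal effect; plate controls were basal doxycycline-induced cells for no effect and cells given 10 µM MG132 for full effect; MG132 reads +100%, hits lower the ratio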
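Cell line TMD8 (human ABC DLBCL), stably expressing tet-inducible CBG68-IkBa fusion and CBR; IMDM/0.5% FBS; cpd up to 46 uM; dox induction, 4 h, 37C/5% CO2; dual luminescence; green/red ratio; MG132 control.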
Menin MLL FP TR: inhibitors of human menin-MLL interaction, mutant MLL peptide. O00255. Menin + Texas Red MLL mutant peptide, fluorescence polarization. Potency, µM (doses to about 61.6 µM), for the others: top-dose FP activity change, negative = inhibition, actives largely listed as inhibitors. actives 0.23% (n = 270,000). AID 1768; active = well fitted inhibition curve with a large enough effect in the polarisation, with a control signal flat, not every such curve was filed as active; inconclusive = small, poorly fitted or top-dose-only effect, or effect the other way, or a change in a side signal; inactive = no such curve, though single readings can be large or run the other way; the % refers to the polarisation; also: potency is read from the fitted curve at half-maximal effect; % of control where 0% means no effect; many of its hits are not listed in these tables
Eya2 phos inh: blocks the phosphatase activity of human Eya2 | O00167 | recombinant Eya2, OMFP fluorescence dephosphorylation (OMFP is methylfluorescein phosphate) | Potency, µM (top dose mostly 76.9 µM), inactives show at the top dose activity, negative = inhibition, actives largely listed as inhibitors | actives 0.006% (n = 330,000) | AID 488837; also: potency is read from the fitted curve at half-maximal effect; % is scaled to controls: 0 for no effect and ±100 for the full control effect
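Eya2 protein (added as 0.2 uM solution) was preincubated with compound for 10 min at ambient temperature in 50 mM HEPES pH 7.5, 50 mM NaCl, 5 uM MgCl2, 0.05% BSA, 1 mM DTT. OMFP (added at 50 uM) then reacted 10 min; fluorescence read at 485/525 nm.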
S-ASM inh: blocks human secretory acid sphingomyelinase | Potency, µM (highest dose often 57.5 µM), for the others: at the top dose activity change, negative = inhibition, hits mostly inhibitors | actives 0.006% (n = 340,000) | placental ASM, HMU-PC fluorogenic substrate, 60 min | P17405; also: potency is read from the fitted curve at half-maximal effect
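qHTS format. ASM enzyme prepared from human placenta hydrolyses the fluorogenic substrate HMU-PC0 (9 uM final) over 60 min at 37 °C after a 10 min compound preincubation.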
hERG WT inh: inhibitors of human wildtype KCNH2 potassium channel; U2OS, BacMam KCNH2, thallium flux FluxOr; active compounds read low; Q12809; activity change, % at 1.84 µM; actives 0.37% (n = 340,000); AID 720551;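 active = maximum activity change below -70%; inconclusive = maximum activity change between -70% and -50%; inactive = maximum activity change above -50%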; also: % is scaled to controls: 0 for no effect and ±100 for the full control effect
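U2OS cells transduced with wild-type KCNH2 virus are loaded with FluxOr dye for 45 min, and thallium flux is measured in kinetic reads before and after stimulation buffer. Rate constants are normalized to DMSO controls.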
Mito fusion act: inhibitors of mitochondrial division or activators of mitochondrial fusion. actives 0.23% (n = 320,000). S. cerevisiae fusion-defective mutant growth rescue, CellTiterGlo 48 h. Potency, µM (highest dose often 46.1 µM), for the others: top-dose growth rescue (activation), usual class: activators;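 also: potency is read from the fitted curve at half-maximal effect; % of control where 0% means no effect; nearly all actives have a fitted effect of over 45% in size; temperature-sensitive fusion mutants such as fzo1-1 at 37 °C on non-fermentable ethanol glycerol medium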
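Temperature-sensitive fusion-defective S. cerevisiae (e.g. fzo1-1, mgm1-5) were grown with compound in YPEG medium (3% ethanol, 3% glycerol) for 48 hours at 37C. Growth rescue was measured as viability by CellTiterGlo luminescence after 10 minutes at ambient.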
* marks the source's active call; other numbers are inactive results; i = inactive; ? = inconclusive; · = no result given; [ ] = another dose, or the depositor's remark. Unless noted, calls follow the shape of the dose curve; as a rule, active = well fitted curve in the direction sought with a large enough effect; inconclusive = small, poorly fitted or top-dose-only effect, or another doubt; inactive = no such curve, though single readings can be large; an effect the other way counts as inactive or inconclusive. Only part of the results is shown; rates above refer to the full screens.

structure,GALK inhibitor,USP2a block,PKM2 activator,TSHR antagonist,MBNL1 CUG block,Chronic BCR inh,Menin MLL FP TR,Eya2 phos inh,S-ASM inh,hERG WT inh,Mito fusion act
COc1ccc(OC)c(C(=O)Cn2cnc3ccccc3c2=O)c1,-2%,1%,·,-6,1%,-5%,12%,7%,5%,-17,-4%
COc1cccc(NC(=O)C2CCCCC2)c1,-3%,0%,-5%,7,7%,?,4%,4%,4%,8,0%
CC(C)(C)c1ccc(C(=O)Nc2ccc([N+](=O)[O-])cn2)cc1,0%,2%,-10%,-1,0%,?,5%,1%,-2%,-7,3%
CCOc1cc(-c2nc3ccccc3s2)ccc1O,-6%,2%,1%,9,·,10%,·,1%,i,8,-6%
O=C(Cc1cccs1)Nc1cccnc1,0%,3%,2%,-4,6%,1%,-2%,17%,3%,-9,-4%
Cc1[nH][nH]c(=O)c1C(c1ccc(-c2ccc(Cl)cc2Cl)o1)c1c(C)[nH][nH]c1=O,-5%,0%,7%,4,-7%,?,?,23%,·,·,-2%
COc1ccc(CNC(=O)[C@H](C)NC(=O)C2CCN(S(=O)(=O)c3ccc(C)cc3)CC2)cc1,1%,7%,-1%,-1,-5%,0%,-2%,8%,1%,0,0%
COc1cccc(C2/C(=C(/O)c3cnn(-c4ccccc4)c3C)C(=O)C(=O)N2CCN(C)C)c1 (stereo not drawn),-1%,3%,3%,-4,14%,?,0%,4%,-4%,-6,-2%
Cc1ccccc1NC(=S)NCCC(c1ccccc1)c1ccccc1,-3%,0%,-1%,2,6%,4%,2%,?,-1%,52,3%
Cc1ccc(Cn2c(SCC(=O)N/N=C/c3ccc(C)o3)nc3ccccc32)cc1,-1%,-1%,9%,7,2%,?,·,-19%,-22%,1,0%
O=C1CSC(=S)N1c1ccc(F)cc1,-2%,0%,·,-4,-15%,?,40%[activator],-8%,·,·,2%
Cc1oc2ccc(NS(=O)(=O)c3ccc(F)cc3)cc2c1C(=O)O,-1%,1%,3%,-1,1%,1%,4%,5%,0%,-10,-3%
CC(=O)Nc1cccc(NC(=O)CSc2nc(=O)n(Cc3ccccn3)c3c2CCC3)c1,·,-1%,·,0,·,-5%,·,20%,2%,-6,5%
COC(=O)Cn1c(=NC(=O)c2ccc(S(=O)(=O)N3CCc4ccccc4C3)cc2)sc2cc(OC)ccc21,2%,5%,-5%,9,28%,-4%,-19%,14%,246%[activator],2,-2%
CCOC(=O)C1(CCCc2ccccc2)CCN(C(=O)[C@@H]2C[C@@H](C)NC(=S)N2)CC1,2%,0%,8%,-1,5%,-3%,-7%,1%,5%,·,-2%
CC(=O)c1ccc(NC(=O)C[n+]2ccccc2)cc1,0%,0%,2%,5,-4%,-6%,3%,1%,6%,-23,0%
CN(C1CCCCC1)S(=O)(=O)Cc1ccccc1,-1%,4%,0%,-27,-1%,?,-11%,3%,5%,0,1%
COC(=O)c1nn(-c2ccccc2)c(=O)cc1O,-1%,3%,0%,2,-2%,3%,-5%,5%,5%,1,9%
C/C(=N\NC(=O)c1cc(C)nc2ccc(C)cc12)c1ccncc1,-5%,2%,0%,-1,9%,1%,-2%,-6%,1%,13,0%
O=C(N1CCN(c2ccccc2)CC1)C12CC3CC(CC(C3)C1)C2,-1%,2%,-6%,-14,-5%,1%,-2%,-13%,0%,0,11%
O=C(CSc1nnnn1-c1ccc2c(c1)OCCO2)N1CCc2ccccc21,0%,0%,-2%,-7,-1%,1%,2%,-1%,-1%,-8,5%
Brc1cnc2nc(SCc3nc4ccccc4[nH]3)[nH]c2c1,-2%,5%,?,-5,-5%,?,·,13%,2%,10,2%
COc1cccc(N2CCN(C(=S)Nc3cccc(C)c3)CC2)c1,0%,0%,4%,-7,-8%,-1%,?,-5%,7%,2,-9%
CC(C)NS(=O)(=O)c1ccc(CCC(=O)N2CCOCC2)cc1,0%,2%,-1%,3,-8%,?,-7%,6%,0%,9,-11%
COC(=O)c1ccccc1NC(=O)CN1CCC(n2nnc3cc(C(F)(F)F)ccc32)CC1,-1%,0%,8%,8,5%,?,2%,-4%,0%,-13,3%
Cc1nc(C)c(-c2csc(Nc3ccc(S(N)(=O)=O)cc3)n2)s1,-1%,-1%,-2%,-10,28%,?,25%,-2%,0%,-1,-1%
Cc1cccc(NC(=O)c2cc(-c3cccnc3)nc3c(C)cccc23)n1,7%,2%,8%,10,-1%,1%,·,0%,-1%,-7,0%
O=C(NN=C(c1ccccc1)c1ccccn1)c1ccccc1,·,-6%,·,4,·,?,·,-17%,0%,1,·
O=c1c2cc(Br)ccc2[nH]c(=S)n1Cc1cccnc1,-5%,2%,?,6,12%,2%,?,0%,-3%,-5,1%
COCCCn1c(=O)/c(=C\c2ccc(OC(F)F)c(OC)c2)s/c1=C(/C#N)C(N)=O,-2%,0%,-4%,-4,-4%,-1%,·,-10%,206%[activator],3,7%
C=CCNC(=S)N1CCN(CCN=CC2=C(O)CC(c3ccco3)CC2=O)CC1 (stereo not drawn),-1%,1%,-3%,-7,7%,0%,4%,-27%,2%,-5,-2%
Cc1ccc(C)c(OCCC(=O)Nc2cccc(S(=O)(=O)NC3=NCCCCC3)c2)c1,·,-4%,·,-19,·,?,·,3%,-4%,-2,-3%
O=C(NCc1ccccc1)NC(=O)c1ccccc1,10%,1%,-3%,-4,9%,?,1%,-9%,-1%,1,3%
Nc1cc(OC(=O)c2ccc(F)cc2)nn1S(=O)(=O)c1ccc(F)cc1,-7%,0%,5%,-1,-4%,-29%,-2%,3%,-1%,9,2%
Nc1ccccc1OCCOCCOCCOc1ccccc1N,-6%,-5%,1%,-5,1%,-5%,-3%,-28%,-2%,4,2%
CC(NS(=O)(=O)c1ccc(OCC(=O)NCc2cccnc2)cc1)c1ccccc1 (stereo not drawn),0%,0%,2%,-13,-5%,4%,11%,4%,0%[11.5 µM],-7,-2%
S=C1NC[C@H](c2ccccc2)N1CC1CCCCC1,0%,-1%,0%,-10,5%,-3%,1%,5%,2%,20,-10%
COc1ccc(C(C(=O)NC2CCCC2)N(Cc2ccccc2)C(=O)CNC(=O)c2ccco2)cc1 (stereo not drawn),-4%,1%,0%,-4,-3%,?,·,6%,-2%,3,3%
COc1cccc(/C=C/C(=O)OC(C)C(=O)Nc2c(C)n(C)n(-c3ccccc3)c2=O)c1 (stereo not drawn),5%,0%,1%,-4,·,2%,-4%,9%,-5%,7,2%
O=C(OCc1c(Cl)cccc1Cl)c1cccnc1,-1%,0%,-3%,-43,4%,?,11%,-12%,0%,3,10%
COc1ccc(S(=O)(=O)N2CN3CCN(C3)C2)cc1OC,0%,-4%,·,1,-5%,0%,7%,-6%,-1%,1,0%
Cc1cccc(-c2nsc(SCC(=O)Nc3ccc4c(c3)OCO4)n2)c1,1%,1%,4%,-7,-9%,14%,18%,0%,-10%,2,16%
O=C(O)CCC(=O)Nc1ccc(Br)cc1C(=O)c1ccc(Cl)cc1,-3%,11%,-1%,-13,-1%,6%,·,-1%,-2%,-15,6%
O=C(CN1CCN(Cc2ccccc2)CC1)c1ccc(Br)cc1,4%,1%,-5%,-20,-8%,?,-2%,-5%,-3%,14,-5%
COc1ccc(NC(=S)Nc2ccc3cn[nH]c3c2)cc1,5%,1%,8%,4,7%,-10%,-4%,-4%,-1%,8,1%
Cc1ccc(N2C(=O)C3C4C=CC(CC4)C3C2=O)cc1[N+](=O)[O-] (stereo not drawn),0%,2%,-6%,14,12%,-1%,13%,-6%,0%,3,-1%
CC(CCc1ccc(O)cc1)N1CCC(Oc2ccc(C(=O)N3CCCC3)cc2)CC1 (stereo not drawn),2%,0%,·,3,5%,-2%,·,-3%,-3%,-2,2%
Cc1cc(NC(=O)c2ccc(Cl)c([N+](=O)[O-])c2)no1,·,0%,?,-6,9%,14%,·,0%,-7%,9,1%
